Compound activity: PubChem, several laboratories
PERK inhibitor: blocks human PERK kinase | CHO PERK-DD fusion, SEAP luminescence translation reporter | Q9NZJ5 | inhibition, % at 5.6 µM | AID 1416 | hit rate 0.17% among 220,000;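 active means inhibition above the mean inhibition of all tested compounds plus 3 SD, set separately per screening campaign, cut at about 2.9% in these data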;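 further: PERK kinase domain activated by AP20187 dimerizer at 100 nM; 0% = DMSO with dimerizer and 100% = rapamycin at 8.4 µM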
L929 necroptosis: blocks zVAD induced death of L929 cells; L929 zVAD necroptosis rescue, ATP luminescence, 24 h; with zVAD 60 µM; viability rescue, % at 10 µM; hit rate 0.38% among 220,000;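 active means activation, scaled between plate controls, above about 75%, limit read from the data; inactive means activation under that limit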;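 further: 0% = zVAD with DMSO and 100% = DMSO alone without zVAD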
Cl transport mod: modulators of human KCC2 chloride dependent transport. Q9H2X9. KCC2 cells, thallium flux FluoZin-2 fluorescence. B-score of Tl+ flux slope (higher = more flux/activation; lower = inhibition) at 10 µM. hit rate 2.2% among 190,000;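 active means thallium flux slope and its plate-corrected score both differing from the plate sample mean at a set confidence after two filtering rounds, in either direction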;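 further: slope of fluorescence scaled to starting intensity during 10 to 20 s after thallium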
eIF4E 4G PPI: blocks eIF4E binding to eIF4G; TR-FRET eIF4E-eIF4GI(517-606) binding, 2 h; inhibition, % at 21.7 µM; hit rate 0.37% among 220,000; P63073+Q04637;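 active means inhibition above about 30%, limit read from the data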;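 further: 0% = full FRET control wells and 100% = background wells lacking eIF4GI fragment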
Target sequence (P63073 whole entry, looked up, the tested form may be a part): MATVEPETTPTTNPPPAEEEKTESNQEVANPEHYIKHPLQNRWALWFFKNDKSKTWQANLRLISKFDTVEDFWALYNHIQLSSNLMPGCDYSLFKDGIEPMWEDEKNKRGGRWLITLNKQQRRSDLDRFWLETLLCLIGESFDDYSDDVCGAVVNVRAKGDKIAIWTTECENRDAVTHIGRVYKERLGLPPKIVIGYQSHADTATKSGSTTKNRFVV
Target sequence (Q04637 whole entry, looked up, the tested form may be a part): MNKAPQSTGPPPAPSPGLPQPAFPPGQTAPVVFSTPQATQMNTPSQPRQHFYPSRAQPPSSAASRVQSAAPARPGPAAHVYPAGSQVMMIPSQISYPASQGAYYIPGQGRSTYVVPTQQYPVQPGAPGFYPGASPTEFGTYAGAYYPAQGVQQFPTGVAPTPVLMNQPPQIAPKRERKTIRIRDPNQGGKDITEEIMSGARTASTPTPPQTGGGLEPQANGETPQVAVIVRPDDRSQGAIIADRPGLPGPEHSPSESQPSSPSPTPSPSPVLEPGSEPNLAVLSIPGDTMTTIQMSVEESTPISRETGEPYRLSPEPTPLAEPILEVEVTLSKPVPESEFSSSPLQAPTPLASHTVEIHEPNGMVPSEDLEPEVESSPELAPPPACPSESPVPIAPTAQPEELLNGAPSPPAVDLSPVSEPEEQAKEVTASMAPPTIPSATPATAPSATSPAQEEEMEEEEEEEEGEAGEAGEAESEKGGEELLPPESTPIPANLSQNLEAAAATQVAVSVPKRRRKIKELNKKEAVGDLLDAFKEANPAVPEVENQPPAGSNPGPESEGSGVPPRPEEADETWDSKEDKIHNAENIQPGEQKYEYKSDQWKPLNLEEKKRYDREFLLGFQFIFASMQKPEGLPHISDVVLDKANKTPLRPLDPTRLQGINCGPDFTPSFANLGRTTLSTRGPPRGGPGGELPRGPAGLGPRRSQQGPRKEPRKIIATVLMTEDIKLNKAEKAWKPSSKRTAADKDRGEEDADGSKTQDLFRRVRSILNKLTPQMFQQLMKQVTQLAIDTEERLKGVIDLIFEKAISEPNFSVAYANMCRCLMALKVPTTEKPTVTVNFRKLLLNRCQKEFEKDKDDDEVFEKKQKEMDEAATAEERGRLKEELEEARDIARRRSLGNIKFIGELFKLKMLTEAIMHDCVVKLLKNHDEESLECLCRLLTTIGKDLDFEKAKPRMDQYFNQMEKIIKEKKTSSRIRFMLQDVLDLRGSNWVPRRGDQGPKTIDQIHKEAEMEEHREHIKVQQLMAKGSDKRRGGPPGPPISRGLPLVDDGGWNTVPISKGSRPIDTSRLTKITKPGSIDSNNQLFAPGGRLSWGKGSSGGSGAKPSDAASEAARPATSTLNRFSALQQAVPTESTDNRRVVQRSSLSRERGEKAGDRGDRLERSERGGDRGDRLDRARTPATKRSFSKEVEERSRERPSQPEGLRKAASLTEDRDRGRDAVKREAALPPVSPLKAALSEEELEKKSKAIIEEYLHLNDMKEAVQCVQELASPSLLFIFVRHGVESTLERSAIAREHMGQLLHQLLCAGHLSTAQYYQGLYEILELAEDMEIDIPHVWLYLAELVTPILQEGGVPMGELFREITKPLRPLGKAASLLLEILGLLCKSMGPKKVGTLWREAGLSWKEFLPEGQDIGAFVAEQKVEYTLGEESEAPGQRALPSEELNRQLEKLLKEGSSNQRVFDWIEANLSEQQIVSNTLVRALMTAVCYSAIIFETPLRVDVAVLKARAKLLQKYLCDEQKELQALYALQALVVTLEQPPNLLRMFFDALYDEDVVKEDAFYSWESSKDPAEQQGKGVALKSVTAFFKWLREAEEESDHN
TNF death inh: inhibitors of TNF-alpha induced necroptosis in Jurkat FADD-/- cells | Jurkat FADD-/- TNF necroptosis rescue, ATP luminescence, 24 h; 0 = TNF only, 100 = no-TNF cells | activation (protection from cell death), % at 10 µM | hit rate 0.068% among 220,000 | AID 463075;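 active means activation, meaning protection from cell death, of at least 50% relative to plate controls; inactive means activation below 50%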;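 further: necroptosis triggered by 40 ng/mL TNF-alpha added together with compound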
Calpain2 inh: inhibitors of pig calpain II; purified calpain II, fluorogenic peptide substrate, 30 min; inhibition, % at 16 µM; hit rate 0.37% among 220,000; AID 1236;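 active means inhibition above about 50%, limit read from the data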
EBV gp42 inh: EBV gp42 inhibition; Fluorescence polarization binding assay, mP read-out; inhibition, % (tested at 21.74 µM); hit rate 0.42% among 220,000; AID 1085; in the data active means inhibition above about 50%
Mdm2 ligase inh: blocks human Mdm2 ubiquitin ligase activity. Q00987. cell-based MDM2 ubiquitination luciferase reporter, 2 h; 0 = plate control, 100 = twice control, blank-subtracted. signal enhancement, % at 5 µM. hit rate 0.11% among 210,000;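 active means signal enhancement of 30% or more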;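 further: luminescence tracks abundance of the self-degrading MDM2-luciferase fusion protein; higher signal means inhibition of MDM2 E3 ligase activity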
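Assay system: stable mammalian line carrying autodegrading MDM2–luciferase fusion reporter; Input: 2000 cells in each well; Compound dosing: single-point 5 µM; Schedule: 2 h compound exposure at 37 °C; Signal: SteadyLite luciferase luminescence after 15 min room-temperature reagent incubation; Evaluation: % luminescence enhancement versus blank-corrected plate control mean; Benchmarks: plate controls and plate blanks.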
Rad51 HR inh: blocks human Rad51 in homologous recombination. Q06609. hRad51 DNA strand exchange, fluorescence dequenching. inhibition, % at 10 µM. hit rate 0.085% among 200,000;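 active means inhibition above 40% at the single screening dose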;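 further: 0% = DMSO control wells and 100% = blanks with heterologous ssDNA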
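Test system: preformed human Rad51 ssDNA filaments. Compound dosing: single dose, 10 µM final compound. Incubation: filaments 15 min 37 °C, then compound 30 min. Technique: FRET fluorescence dequenching, excitation 485 nm, emission 520 nm. Read-out basis: percent inhibition from fluorescence, normalised to plate control and blank means. Benchmarks: plate controls and plate blanks.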
Active calls of the source: *; / = no result given; [ ] = dose if it differs, or a comment.

SMILES	PERK inhibitor	L929 necroptosis	Cl transport mod	eIF4E 4G PPI	TNF death inh	Calpain2 inh	EBV gp42 inh	Mdm2 ligase inh	Rad51 HR inh
Cc1cc2oc(=O)cc(CN3CCN(S(=O)(=O)/C=C/c4ccccc4)CC3)c2cc1C	-0.8	0.3	-0.099	1	3.6	-44	-22	-6	-6
CCOc1ccc2cc(S(=O)(=O)N3CCOCC3)ccc2c1	-0.1	-0.7	0.035	3	-2.5	3	-16	-10	9
COc1ccc(NC(=O)C2CC(=O)N(C(C)C)C2)cc1 (centres undefined)	0.3	-0.2	-0.13	3[fluorescence artefact?]	-0.2	-11	-4	-15	1
COc1ccc(S(=O)(=O)N2Cc3ccccc3CC2C(=O)N2CCOCC2)cc1OC (centres undefined)	-0.8	-0.1	/	5	-0.4	-3	-5	-3	0
O=C(NCC(=O)N(c1cccnc1)C(C(=O)NCc1ccco1)c1ccccc1)c1ccco1 (centres undefined)	0.1	-0.3	-0.72	7	-2.7	0	-7	-4	-5
COC(=O)c1ccc(Oc2nc(NC(C)C)nc(NC(C)C)n2)cc1	-0.5	0.1	1.3	97*	0.7	2	2	/	5
COc1ccccc1NC(=O)C1=C(C)Nc2ncnn2C1c1cccs1 (centres undefined)	-0.3	1.4	/	-4	-0.8	22	0	-17	-2
COC(=O)c1[nH]c2cccc(C)c2c1NC(=O)CN1CCN(C(=O)c2ccco2)CC1	-0.8	0.2	0.0035	2	-4.0	-20	-6	5	-5
CCOCCOCCC(C(=O)OCC)P(=O)(c1ccccc1)c1ccccc1 (centres undefined)	-1.0	-0.1	1.9	0[fluorescence artefact?]	-1.1	-17	-4	-12	0
S=C(NC1CCCCCC1)NC1CCCC1	-0.8	0.6	0.8	-1	-7.5	14	-4	8	4
NS(=O)(=O)c1ccc(CCNC(=O)c2cc(-c3cc(Cl)ccc3O)n[nH]2)cc1	0.0	0.2	2.1	4	8.4	27	-4	-7	11
COc1cc(S(=O)(=O)N2CCOCC2)ccc1NC(=O)CSc1nnc(N)s1	1.6	0.9	0.12	-2	-3.2	-10	3	-10	3
CCC1=Nc2cc(C(=O)NCc3ccco3)ccc2Sc2ccccc21	-0.6	0.1	-1.9	4[fluorescence artefact?]	-4.1	-18	8	3	8
COc1cccc(NC(=O)CN(C)CC(=O)Nc2ccc(Cl)cc2[N+](=O)[O-])c1	0.1	-0.2	-0.49	2	1.6	55*	-6	-19	6
NNC(=O)/C(=C\c1cccs1)NC(=O)c1ccccc1	0.6	0.7	0.17	-4[fluorescence artefact?]	1.5	16	-8	3	11
Cc1ccccc1Cn1nc(C)c(NC(=O)c2noc3c2CC(C(C)(C)C)CC3)c1C (centres undefined)	-1.2	0.8	/	-2	0.0	-3	-6	-4	-3
CCOC(=O)C1=C(N)N(c2ccccc2Oc2ccccc2)C(=O)C1	-0.1	-0.1	-0.47	-7[fluorescence artefact?]	-4.1	23	-1	-20	20
CCN(CC)CCCNC(=O)C1c2ccccc2C(=O)N(CCOC)C1c1ccc(F)cc1 (centres undefined)	0.4	1.4	0.31	0	0.5	-7	-9	-5	-1
O=C(Cc1cccs1)N1CCN(C(=O)C2CCCO2)CC1 (centres undefined)	0.8	0.0	1.7	-11[fluorescence artefact?]	-1.3	-24	1	-2	-1
CC1(C)Cc2sc3c(=O)[nH]c(=S)[nH]c3c2CO1	2.0	-0.3	-0.14	-5	2.8	-20	-3	-9	/
C/C(=N\NC(=S)NC1CCCCC1)c1cccc(Br)c1	0.2	-0.3	-0.84	1	-0.4	19	7	-9	-7
CCCCC1(C)OC(=O)C(=Cc2ccc(SC)cc2)C(=O)O1 (centres undefined)	1.7	1.5	0.096	0	-0.3	-30	-7	-10	1
Cc1occc1C(=O)NCc1ccc2c(c1)OCO2	-0.2	-0.3	1	2	15	-42	-25	-12	0
COc1ccc(OCCSc2ncccn2)cc1	2.1	-0.1	0.47	0	-2.3	-1	2	-40	-2
CS(=O)(=O)N1CCN(C(=O)NC23CC4CC(CC(C4)C2)C3)CC1	0.5	-0.5	2.2	-1	-2.0	-15	-2	-8	2
Cc1sc2ncnc(SCC(=O)N3CCCC3=O)c2c1C	0.3	2.1	/	2	1.0	-5	-11	-8	0
O=[N+]([O-])c1ccc(-c2cn(-c3ccccc3)c(=S)[nH]2)cc1	-0.7	0.4	3.5	2	2.7	-12	-11	-1	2
CC1CCN(C(=O)C2CCN(S(=O)(=O)c3cnc[nH]3)CC2)CC1	0.8	/	-0.023	10	0.5	-10	-13	-6	0
CSc1ncccc1C(=O)NCC12CC3CC(CC(C3)C1)C2	1.2	3.1	0.5	3	1.1	9	-16	-13	-29
COC(=O)CC1=NN(c2ccc(OC)cc2)C(=O)C1	-1.1	2.6	0.62	0	1.4	-6	-6	-26	-4
CCOc1cccc(-c2nn3c(-c4ccco4)nnc3s2)c1	0.7	1.7	/	0	-2.0	11	-6	-1	-3
CN1CCN(CCC(=O)Nc2cccc(F)c2)CC1	1.3	-0.1	/	1	-1.7	-10	1	-11	0
C=CCN(c1ccccc1Cl)S(=O)(=O)c1cc(C(=O)N2CCCC2)ccc1Cl	-0.9	0.4	-1.4	4	2.1	-5	-5	-17	/
NC(=O)c1c(NC(=O)CCCC(=O)O)sc2c1CCCCCC2	0.8	-0.2	-0.03	3	0.0	11	-10	-10	/
C=CCn1c(SCC(=O)Nc2nnc(CC)s2)nnc1-c1cccnc1	0.3	-0.2	1	-3	0.1	8	-16	2	-3
CC(C(=O)NC1CC1)c1ncc(C(F)(F)F)cc1Cl (centres undefined)	-0.5	-0.1	-0.012	3	0.0	8	-1	-14	14
CC(C)C(=O)Nc1nc(-c2ccccc2)ns1	-0.3	0.1	1.3	-4	0.2	-3	-10	/	-2
CCO/C(=C/c1sc2ccc(OC)cc2[n+]1CCCS(=O)(=O)[O-])CC	0.5	-0.3	0.21	-3	1.5	-3	-5	-7	-16
CCOC(=O)CN1C(=O)C(C)(C)Oc2ccc(C(=O)Nc3ccccc3OC)cc21	-0.7	0.5	-1.1	9	-5.4	5	-22	1	-9
Cc1ccc2nc(/N=C(\N)NC(=O)NC3CCCCC3)nc(C)c2c1	-2.8	1.3	-0.39	-2	-3.3	-42	0	-11	10

Single records (already shown). Order of values: PERK inhibitor | L929 necroptosis | Cl transport mod | eIF4E 4G PPI | TNF death inh | Calpain2 inh | EBV gp42 inh | Mdm2 ligase inh | Rad51 HR inh
CC(C(=O)NC1CC1)c1ncc(C(F)(F)F)cc1Cl (centres undefined) across the screens: -0.5 | -0.1 | -0.012 | 3 | 0.0 | 8 | -1 | -14 | 14
NC(=O)c1c(NC(=O)CCCC(=O)O)sc2c1CCCCCC2 across the screens: 0.8 | -0.2 | -0.03 | 3 | 0.0 | 11 | -10 | -10 | /
Cc1ccc2nc(/N=C(\N)NC(=O)NC3CCCCC3)nc(C)c2c1 across the screens: -2.8 | 1.3 | -0.39 | -2 | -3.3 | -42 | 0 | -11 | 10
CCO/C(=C/c1sc2ccc(OC)cc2[n+]1CCCS(=O)(=O)[O-])CC across the screens: 0.5 | -0.3 | 0.21 | -3 | 1.5 | -3 | -5 | -7 | -16
C=CCN(c1ccccc1Cl)S(=O)(=O)c1cc(C(=O)N2CCCC2)ccc1Cl across the screens: -0.9 | 0.4 | -1.4 | 4 | 2.1 | -5 | -5 | -17 | /

(list continues)
SMILES	PERK inhibitor	L929 necroptosis	Cl transport mod	eIF4E 4G PPI	TNF death inh	Calpain2 inh	EBV gp42 inh	Mdm2 ligase inh	Rad51 HR inh
COc1nnc(-c2ccc(C(=O)N3C[C@@H]4C[C@H](C3)c3cccc(=O)n3C4)cc2)c2ccccc12	0.1	2.1	0.38	6	-1.0	-13	-10	-11	2
CN(C)c1cc[n+](Cc2ccccc2)cc1	1.4	1.3	0.015	4	-7.8	14	4	-10	14
O=C1CC(C(=O)O)c2ccccc2N1 (centres undefined)	0.9	-0.5	-0.13	-2	-0.5	-9	-6	-9	-3
O=C1CCN(S(=O)(=O)c2cccs2)c2ccc(C(F)(F)F)cc2N1	1.3	1.5	-0.48	0	0.4	22	-6	0	3
CCc1nnc(NC(=O)CCC(=O)N2CCN(C3c4ccccc4-c4ccccc43)CC2)s1	0.0	-0.1	-0.34	17	1.9	-3	-6	1	8
Cc1cc(C)nc(NS(=O)(=O)c2ccc(NC(=O)c3ccc4c(c3)OCCO4)cc2)n1	1.2	0.1	0.8	2	0.9	1	-15	-10	29
Cc1ccc(C)c(Nc2nc(N)c3ccccc3n2)c1	0.0	0.5	-0.31	1	5.6	-7	8	-24	2
O=C(NCc1ccc(-c2csnn2)cc1)c1cccs1	-0.7	0.4	0.44	1	3.4	-12	-10	-2	22
CC(NC(=O)c1ccc(N(C)C)cc1)C(c1cccs1)N1CCN(C)CC1 (centres undefined)	-0.6	-0.5	-0.7	-1[fluorescence artefact?]	-0.8	25	-5	-8	-3
O=S(=O)(c1ccccc1Oc1ccc(Cl)cc1Cl)N1CCCCC1	0.3	0.1	0.46	0	0.2	15	-1	3	-1

Just EBV gp42 inh and Mdm2 ligase inh (two entries from above):
SMILES | EBV gp42 inh | Mdm2 ligase inh
CCOc1ccc2cc(S(=O)(=O)N3CCOCC3)ccc2c1 | -16 | -10
COc1cc(S(=O)(=O)N2CCOCC2)ccc1NC(=O)CSc1nnc(N)s1 | 3 | -10

Continued.
SMILES	PERK inhibitor	L929 necroptosis	Cl transport mod	eIF4E 4G PPI	TNF death inh	Calpain2 inh	EBV gp42 inh	Mdm2 ligase inh	Rad51 HR inh
O=C1C(Nc2ccccc2)=C/C(=N/S(=O)(=O)c2cccs2)c2ccccc21	-0.7	32	0.38	-3	-12	-6	43	-4	-11
CC(C)OC(=O)c1nnn(-c2nonc2N)c1CN1CCc2ccccc2C1	-1.0	0.0	-0.88	0	-0.6	-26	11	-15	-5
CCN(CCC(=O)Nc1cc([N+](=O)[O-])ccc1OC)Cc1ccccc1	-1.5	-0.2	-0.037	-2	5.6	-54	-4	-3	/
Cc1cccc(-n2nnc(C(=O)NCc3ccccc3Cl)c2N)c1	0.8	4.4	0.88	2	2.2	-19	-25	-8	25
Cc1cc(C)n(C(=O)CCCC(=O)n2nc(C)cc2C)n1	1.1	-0.8	0.22	15[fluorescence artefact?]	0.5	-20	-19	-15	-4
CC(=O)Nc1nc2ccccc2n1Cc1ccccc1Cl	-0.3	-1.1	-0.68	4	-17	-14	-22	-8	/
Cc1ccc(/C=N/NC(=O)c2ccc3c(c2)OCCO3)s1	0.5	0.1	1.3	2	-12	18	-6	-34	19
NS(=O)(=O)c1ccc(CCNC(=O)C(=O)C2C(=O)Nc3ccccc32)cc1 (centres undefined)	2.1	1.6	1.4	3	5.5	-1	-5	1	-2
O=C(O)c1cc(NS(=O)(=O)c2ccc(N3CCCCC3)c([N+](=O)[O-])c2)cc(C(=O)O)c1	0.3	0.0	-0.047	8	1.5	-4	-18	-9	-3
CCn1nc(C)c(NC(=O)CC23CC4CC(CC(C4)C2)C3)c1C	0.7	/	1.5	9	-2.6	12	-11	-1	-15
CCn1cnc2cc(NCc3cccs3)ccc21	-0.4	1.4	-0.44	3	2.9	-16	-4	3	7
